Screening results as filed in PubChem.
UDG counterscr – counter-screen for AID inhibitors: uracil-DNA glycosylase inhibition; FRET deamination/UDG coupled assay, UDG read, 4 h; 0.14% of 91,000 active; Potency, µM (top dose mostly 115 µM), inactives show top-dose activity change, negative = inhibition, hits mostly inhibitors; also: nearly all actives have a fitted effect of over 65% in size
AID inh – inhibitors of human activation induced cytidine deaminase; Q9GZX7; AID deamination FRET fluorescence, UDG-coupled, 4 h; Potency, µM (top dose mostly 115 µM), without a hit: top-dose activity change, negative = inhibition, usual class: inhibitors; 0.32% of 91,000 active; also: nearly all actives have a fitted effect of over 25% in size
Target sequence (Q9GZX7 whole entry, looked up): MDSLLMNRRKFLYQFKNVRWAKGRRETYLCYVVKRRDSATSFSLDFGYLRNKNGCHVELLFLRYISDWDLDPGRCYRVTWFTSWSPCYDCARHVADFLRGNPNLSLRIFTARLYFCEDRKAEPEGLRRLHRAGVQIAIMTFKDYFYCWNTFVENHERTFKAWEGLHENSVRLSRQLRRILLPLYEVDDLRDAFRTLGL
* hit, by the source's call; i = inactive; u = inconclusive; & = joins results of further samples; [ ] = dose if it differs, or a comment. Calls follow the shape of the dose curve; as a rule, active = well fitted curve in the direction sought with a large enough effect; inconclusive = small, poorly fitted or top-dose-only effect, or another doubt; inactive = no such curve, though single readings can be large; an effect the other way counts as inactive or inconclusive. % is scaled to controls: 0 for no effect and ±100 for the full control effect; potency is read from the fitted curve at half-maximal effect. An excerpt; count on the stated rates, not on these rows.

SMILES	UDG counterscr	AID inh
Cc1ccc2nc(CSc3nnc(NC(=O)CC(C)C)s3)cc(=O)n2c1	9%	2%
CC(=O)Nc1ccc(S(=O)(=O)NC2(C(F)(F)F)NC(=O)N(c3ccccc3F)C2=O)cc1 (configuration not stated)	1%[57.5 µM]	-11%[57.5 µM]
COc1ccc(NC(=O)Nc2nnc(C)s2)cc1	-8%	-1%
Cn1c(Oc2ccc(F)cc2)c(C#N)c(=O)n(C)c1=O	-4%	55%[activator]
CCn1cc(C(=O)OCC(=O)Nc2ccc(F)cc2F)c(=O)c2ccc(C)nc21	-7%	10%
Cc1cccc(C)c1NC(=O)Nc1csc2c1CCCC2	34%[activator]	-14%
CCOc1ccccc1NC(=O)CC1Sc2ccccc2NC1=O (configuration not stated)	2%	3%
CCc1c(C)sc(NC(=O)C(CC)c2ccccc2)c1C#N (configuration not stated)	4%	5%
Cc1ccc(-n2ncc3c(NC4CCCCCC4)ncnc32)cc1Cl	-10%&0%	u
CCOC(=O)C(Cc1ccccc1)NC(=O)Cn1nnc(-c2ccc(C)cc2)n1 (configuration not stated)	-21%	-1%
C=CCn1c(COc2cc(C)c(Cl)c(C)c2)n[nH]c1=S	2%	-11%
Cc1ccc2nc(Cl)c3cc(C(=O)NC4CCCc5ccccc54)sc3c2c1 (configuration not stated)	-4%	-12%
O=[N+]([O-])c1ccc(-c2nc(N3CCCCCC3)c3ccccc3n2)cc1	-5%	5%
CC(=O)c1cccc(NC(=O)Cc2noc3ccccc23)c1	0%	7%
Cc1sc(-n2c(C)cc(/C=N/O)c2C)c(C(=O)O)c1C	10%	7%
COc1ccc(-c2noc(-c3ccccc3NC(=O)c3cc(OC)c(OC)c(OC)c3)n2)cc1	-3%	9%
COc1ccc(NC(=O)c2c(NC(=O)COc3ccccc3)sc3c2CCCCC3)cc1	2%	2%
CC(C)(CO)NC(=O)c1ccc(F)cc1	-2%	-3%
CCN(CC)CC(=O)NC(=O)Nc1ccccc1	-2%	0%
COc1cccc(C(=O)COC(=O)C(CC(=O)c2ccccc2)Nc2ccc(F)cc2)c1 (configuration not stated)	-7%	5%
CCN(CC)S(=O)(=O)c1ccc(NC(=O)c2ccc3c(=O)n4c(nc3c2)CCCCC4)cc1	4%	-9%
COc1ccccc1-c1nnc(SCC(=O)c2ccc(F)cc2)n1-c1ccccc1	-3%	u
CCNCc1ccc(-c2ccc(F)c(Cl)c2)o1	14%	4%
CCOC(=O)C(NC(=O)CC)C(OC(=O)CC)c1ccccc1 (configuration not stated)	0%	5%
Cc1nc(-c2ccccc2F)sc1C(=O)N1CCC(C(=O)O)CC1	10%	17%
CCOC(=O)c1cc(-c2ccc(OC)cc2)n(CCC(=O)NCc2ccc(OC)cc2)c1C	1%[57.5 µM]	4%
O=C(NC1CCCCCC1)c1ccc2c(Cl)c3c(nc2c1)CCCC3	-1%	-14%
C#CC[N+](CC#Cc1ccccc1)(CCC)CCC	3%	3%
CSc1nc(C)nc2c1c(=O)n(C)c(=O)n2CC(C)C	4%	2%
CCc1ccc(CCC(=O)NCc2ccncc2)cc1	4%	-3%
COc1cccc(N2CCN(C(=O)c3cnc4c(-c5ccc(F)cc5)c(C)nn4c3C)CC2)c1	u	-26%
CCOc1ccc2c(c1)cc(C(=O)Nc1cc(C)ccc1F)n2C	4%	7%
Cc1ccc(NCc2cccn2-c2nnc(N3CCC(C(=O)NCCC(C)C)CC3)s2)cc1	-12%	5%
Cc1oc(-c2nc(C#N)c(N3CCN(c4ccccc4)CC3)o2)cc1S(=O)(=O)N(C)C	-1%	2%
CCc1nnc(SCc2nc(-c3cccc(Cl)c3)oc2C)c2cc3sc(C)cc3n12	-6%	4%
CC(=O)c1ccc(OC(=O)c2c(-c3ccccc3Cl)noc2C)cc1	-12%	10%
COCCN(Cc1cccs1)S(=O)(=O)c1ccc(C(=O)O)cc1	0%	-2%
Cc1cccc(-c2cc(Nc3ccc(SC#N)cc3)nc(C)n2)c1	1%	-14%
O=C(COC(=O)C1C2CC3OC(=O)C1C3C2)c1ccccc1 (configuration not stated)	-10%	-13%
CC(C)(C)c1ccc(C(=O)NC2=NC(c3cccc(F)c3)CC(=O)N2)cc1 (configuration not stated)	-4%	-9%
NC(=O)c1ccccc1NC(=O)c1ccccc1-c1ccccc1	-2%	-3%
Cc1cccn2c(=O)c(C(=O)NCCc3ccccc3)c(O)nc12	1%	-2%
CC1CCN(C(=O)CSc2nc(-c3ccc(F)cc3)cc(C(F)(F)F)n2)CC1	-3%	0%
COC(=O)c1ccc(C[N+]2(C)CCCCC2)cc1	4%	3%
Cc1ccc(C)c(C(=O)c2ccccc2)c1	1%	0%
CCc1cccc(C)c1NC(=O)CSc1nc(C)cc(C)c1C(=O)Nc1ccccc1	-1%	-16%
Cc1cc(C)cc(NC(=O)CSc2nccn2C2CCCC2)c1	-6%	-23%
CC(C)(C)c1ccc(C(=O)NC(Cc2c[nH]c3ccccc23)C(=O)OCC(=O)c2ccc(Cl)cc2)cc1 (configuration not stated)	-3%	40%[activator]
Cc1ccc(-c2nn3c(=O)c(NC(=O)c4ccccc4C)cnc3o2)cc1	0%	-2%
COC(=O)c1cc(-c2ccco2)nc2c(C)cccc12	7%	u
Following part
SMILES	UDG counterscr	AID inh
CCC(=O)N1CCc2cc(CNS(=O)(=O)c3c(C)cc(C)cc3C)ccc21	2%[57.5 µM]	9%
CCN1CCN(c2nc3c(c(=O)[nH]c(=O)n3C)n2CCc2ccc(OC)cc2)CC1	-1%	-1%
COc1ccc(CNC(=O)C2CCN(C(=O)c3cnn(-c4ccccc4)c3-n3cccc3)CC2)cc1	-19%	-9%
Cn1nc(C(=O)NCC(c2cccs2)N2CCCC2)c2ccccc2c1=O (configuration not stated)	2%	6%
CCOc1ccc2nc(N3CCN(C(=O)c4ccco4)CC3)sc2c1	-2%	-4%
COc1ccc(C(=O)N2c3nc(-c4ccco4)nn3C3(CCCCC3)[C@@H]3CCCC[C@@H]32)cc1OC	-3%[57.5 µM]	10%
CCCN(Cc1cccs1)C(=O)Nc1ccccc1C	5%	0%
Cc1cc(C(=O)OC(C)C(=O)Nc2ccccc2F)c(C)o1 (configuration not stated)	-9%	0%
COc1cc2c(cc1OC)CN(CC(=O)Nc1cc(C)cc(C)c1)CC2	4%	-5%
FC(F)(F)c1ccc(C(=NCc2ccccc2)c2ccc(C(F)(F)F)cc2)cc1	1%	-3%

6 successive records already listed, for reference:
SMILES	UDG counterscr	AID inh
CCOc1ccc2nc(N3CCN(C(=O)c4ccco4)CC3)sc2c1	-2%	-4%
COc1ccc(C(=O)N2c3nc(-c4ccco4)nn3C3(CCCCC3)[C@@H]3CCCC[C@@H]32)cc1OC	-3%[57.5 µM]	10%
CCCN(Cc1cccs1)C(=O)Nc1ccccc1C	5%	0%
Cc1cc(C(=O)OC(C)C(=O)Nc2ccccc2F)c(C)o1 (configuration not stated)	-9%	0%
COc1cc2c(cc1OC)CN(CC(=O)Nc1cc(C)cc(C)c1)CC2	4%	-5%
FC(F)(F)c1ccc(C(=NCc2ccccc2)c2ccc(C(F)(F)F)cc2)cc1	1%	-3%

Returning to the listing, starting two compounds before the break.
SMILES	UDG counterscr	AID inh
COc1cc2c(cc1OC)CN(CC(=O)Nc1cc(C)cc(C)c1)CC2	4%	-5%
FC(F)(F)c1ccc(C(=NCc2ccccc2)c2ccc(C(F)(F)F)cc2)cc1	1%	-3%
O=C(N/N=C/C1CC2CCC1C2)C12CC3CC(CC(C3)C1)C2 (configuration not stated)	-5%	-11%
O=C(O)CSc1ccc(C(=O)/C=C/c2ccc3c(c2)OCCO3)cc1F	3%	-17%
CC(C)c1ccccc1NC(=O)C(Sc1ccccc1)c1ccccc1 (configuration not stated)	5%	8%
CCN(CC)c1ccc(C2C(C(N)=O)=C(C)Nc3ncnn32)cc1 (configuration not stated)	-9%	10%
Cc1ccc(-c2nc(CCNC(=O)C(=O)Nc3ccc(F)cc3F)cs2)cc1	9%[57.5 µM]	4%
COC(=O)c1ccn(Cc2ccccc2Br)n1	-3%	-5%
Cc1ccccc1CNc1nc(N(C)C)nc2c1cnn2C	0%	-6%
O=C(NCc1ccc(F)cc1)C(Sc1ccccc1)c1ccccc1 (configuration not stated)	-3%	-2%
Cc1ccc(S(=O)(=O)NCCc2cn3ccsc3n2)cc1	-1%[57.5 µM]	-9%
COC(=O)c1cc(NC(=O)c2cccc3ccccc23)cc(C(=O)OC)c1	0%	8%
O=C1Nc2ccccc2CCC1n1nc(-c2ccccc2F)ccc1=O (configuration not stated)	-10%	-16%
CC1=C(C(=O)Nc2ccc(C)cc2)C(c2ccc(Cl)cc2)n2nnnc2N1 (configuration not stated)	7%	u
NS(=O)(=O)c1ccc(N/N=C/C(Br)=C/c2ccccc2)c([N+](=O)[O-])c1	3%	5%
COc1ccc(NC(=O)CC2C(=O)N(c3cccc(OC)c3)C(=O)N2CCc2cccs2)cc1 (configuration not stated)	-15%	3%
Cc1ccc(Sc2cc(C)c3cccc(C(C)C)c3n2)cc1	-5%	-8%
O=C(Nc1ccc(OCc2ccccc2)cc1)c1ccc2ccccc2c1	4%	7%
CCc1ccc(NC(=O)CC(NCc2cccnc2)C(=O)O)cc1 (configuration not stated)	2%	-2%
Cc1ccc(NC(=O)c2ccc(=O)n(Cc3ccccc3C)c2)c(C)c1	-13%	-25%
O=C1CC(c2cccc(Br)c2)c2c(n3c(nc4ccccc43)[nH]c2=O)N1 (configuration not stated)	-4%	-14%
O=[N+]([O-])c1ccccc1/C=N/Nc1ccc(S(=O)(=O)Nc2cccc(Cl)c2)cc1[N+](=O)[O-]	-3%	-6%
CCc1ccc(S(=O)(=O)c2nnn(-c3cccc(C)c3)c2N)cc1	-12%	u
CC(=O)Nc1cc(C(=O)NCc2ccccc2Cl)ccc1Sc1ccc(F)cc1	-12%	u
CCN1CCC(N(C(=O)c2ccc3ccccc3n2)C2CC2)CC1	-2%	2%
N#Cc1cccc(/C=C/C(=O)c2cccs2)c1	-1%	-9%
CC1CN(C(=O)Nc2ccc(C(=O)NCCc3ccc(Cl)cc3)cc2)c2ccccc2S1 (configuration not stated)	7%	5%
COc1ccccc1OCC#CCN1CCC(Cc2ccccc2)CC1	-10%	-7%
O=C(Nc1sc2c(c1C(=O)NCc1ccco1)CCCC2)c1cc(=O)c2ccccc2o1	-18%	1%
COc1cccc(NC(=O)CSC2=C(C#N)C(c3ccccc3C)C3=C(CCCC3=O)N2)c1 (configuration not stated)	-10%	-5%
CC(=O)Nc1ccc(S(=O)(=O)Nc2cccc(-c3ccc(N4CCCCCC4)nn3)c2)cc1	20%	-10%
CCNc1c(NC(=O)Nc2ccccc2)c(=O)oc2ccccc12	-22%	-11%
Cc1[nH]ccc(=O)c1OCC(=O)Nc1ccncc1	0%	3%
O=C(NCC(c1ccc2c(c1)OCO2)N1CCOCC1)C(=O)Nc1ccc(F)cc1F (configuration not stated)	1%[57.5 µM]	5%
N#C/C(=C\c1ccc(-c2cccc(C(F)(F)F)c2)o1)c1ccccc1	9%	-4%
CCN(c1cc(C)cc(C)c1)S(=O)(=O)c1nnc(NC(=O)c2cccc(F)c2)s1	-2%[57.5 µM]	44%[activator]
Cc1nc2nc(SCC(=O)NC3CCCCC3)nn2c(C)c1Cc1ccccc1Cl	2%	u
N#Cc1ccc(C(=O)Nc2ccccc2-c2nc3ccccc3s2)c(F)c1	2%	-12%
CCOc1ccc(/C=C/C(=O)Nc2sc3c(c2C(=O)OC)CCCC3)cc1	3%	i
COc1ccc(OCc2ccc(C(=O)O)o2)cc1	-6%	4%
O=C(O)CCNS(=O)(=O)c1cccc(Cl)c1	-4%	-2%
Cc1cccc(OCCn2cc(S(=O)(=O)N3CCCC3)ccc2=O)c1	-8%	-15%

Fetched by structure from the list above (two):
SMILES	UDG counterscr	AID inh
Cc1cccn2c(=O)c(C(=O)NCCc3ccccc3)c(O)nc12	1%	-2%
CC(C)(C)c1ccc(C(=O)NC2=NC(c3cccc(F)c3)CC(=O)N2)cc1 (configuration not stated)	-4%	-9%

Later entries.
SMILES	UDG counterscr	AID inh
Cc1ccc(-n2nc(C)c3c(C(=O)Nc4ccc(C)cc4Cl)cc(C)nc32)cc1	6%	4%
COc1ccc2cc3cc(C(=O)N4CCN(c5ccc(C(C)=O)cc5)CC4)sc3nc2c1Cl	24%	57%[activator]
S=C(NCCc1ccccc1)NCc1ccc(Cl)cc1	4%	-4%
COC(=O)c1ccccc1C(=O)OCC(=O)c1ccccc1	-1%	3%
O=C(CSc1ccc2c(c1)OCCCO2)Nc1ccccc1C(=O)c1ccccc1	2%	-2%
CC(C)N(C)CC1CCN(C(=O)Nc2cccc(Cl)c2)CC1	-6%	-1%
COc1cc(-c2nc3cc(NC(=O)c4ccccc4)ccc3o2)cc(OC)c1OC	-2%	u
Cc1ccc(NC(=O)CSc2ncc(-c3ccccc3)[nH]2)cc1	-1%	-13%
Cc1ccsc1CN(C)C(=O)Cc1c[nH]c2ccccc12	0%	0%
CN(CC(=O)NC(N)=O)C1CCCC1	-3%	2%
CC1COCCN1C(=O)Cn1cnc2sccc2c1=O (configuration not stated)	13%	19%
COc1ccc(CCNC(=O)c2nnc(Cc3ccc(Cl)cc3)o2)cc1OC	-2%	0%
Cc1cccc2nc(-c3cccnc3)c(Nc3ccc(C(C)C)cc3)n12	1%	-5%
Cc1ccc(OCC(=O)Nc2nnc(S(=O)(=O)N3CCCCCC3)s2)cc1	5%	24%
N#Cc1ccccc1N=Cc1ccccc1Cl	-2%	-15%
CCCc1sc(C(=O)Nc2ccccc2O)cc1CC	3%	0%
COc1ccc(CCN2C(=O)NC(NS(=O)(=O)c3ccc(NC(C)=O)cc3)(C(F)(F)F)C2=O)cc1OC (configuration not stated)	-3%[57.5 µM]	-3%[57.5 µM]
